High-throughput results deposited in PubChem BioAssay by The Scripps Research Institute Molecular Screening Center.
MITF inh: inhibitors of human MITF; O75030; AlphaScreen MITF homodimerization, bead proximity signal; inhibition, % at 2.6 µM; 0.91% of 650,000 active; in the data active = inhibition above about 50%;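 also: 0% = vehicle wells with protein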
TEAD-YAP block: TEAD-YAP interaction inhibition. inhibition, % at 9.12 µM. 1.4% of 640,000 active. HEK-TIYL cells, TEAD-Gal4/YAP UAS-luciferase luminescence; in the data active = inhibition above about 32%;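 also: 0% = median of test compound wells and 100% = reference inhibitor wells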
FBW7 act: activators of human E3 ligase FBW7 | Q969H0 | AID 1259310 | normalized activity (activation), % at 26.1 µM | 0.13% of 650,000 active | AlphaScreen FBW7–phospho-cyclin E peptide binding, activator screen; in the data active = normalized activity above about 1.9%;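 also: purified mutant Fbw7 with reduced substrate affinity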
Target sequence (Q969H0 whole entry, looked up): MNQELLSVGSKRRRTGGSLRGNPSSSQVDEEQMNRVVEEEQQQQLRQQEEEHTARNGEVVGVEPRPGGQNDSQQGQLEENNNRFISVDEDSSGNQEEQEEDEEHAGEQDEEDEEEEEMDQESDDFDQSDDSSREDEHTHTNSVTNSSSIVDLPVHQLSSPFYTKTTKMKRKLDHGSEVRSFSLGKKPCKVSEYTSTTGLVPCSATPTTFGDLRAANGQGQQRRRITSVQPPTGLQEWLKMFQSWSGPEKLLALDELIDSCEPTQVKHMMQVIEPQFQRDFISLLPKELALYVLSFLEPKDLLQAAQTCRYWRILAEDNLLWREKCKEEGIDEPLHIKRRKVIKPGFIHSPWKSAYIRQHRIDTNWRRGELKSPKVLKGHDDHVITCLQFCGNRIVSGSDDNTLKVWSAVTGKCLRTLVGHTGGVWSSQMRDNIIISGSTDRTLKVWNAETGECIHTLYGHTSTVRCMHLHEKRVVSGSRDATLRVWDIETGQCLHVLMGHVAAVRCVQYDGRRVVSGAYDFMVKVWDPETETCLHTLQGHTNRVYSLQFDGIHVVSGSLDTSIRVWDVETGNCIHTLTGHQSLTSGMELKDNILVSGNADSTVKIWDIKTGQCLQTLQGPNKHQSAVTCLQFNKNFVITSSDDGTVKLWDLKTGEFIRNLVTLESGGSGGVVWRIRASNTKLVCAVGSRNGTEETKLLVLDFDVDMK
GPR151 activ: activators of human GPR151. Q8TDV0. PathHunter beta-arrestin GPR151 cells, luminescence. activation, % at 11.2 µM. 1% of 650,000 active. AID 1508602; in the data active = activation above about 4.9%;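 also: 0% = median of compound wells and 100% = cells with positive control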
Target sequence (Q8TDV0 whole entry, looked up): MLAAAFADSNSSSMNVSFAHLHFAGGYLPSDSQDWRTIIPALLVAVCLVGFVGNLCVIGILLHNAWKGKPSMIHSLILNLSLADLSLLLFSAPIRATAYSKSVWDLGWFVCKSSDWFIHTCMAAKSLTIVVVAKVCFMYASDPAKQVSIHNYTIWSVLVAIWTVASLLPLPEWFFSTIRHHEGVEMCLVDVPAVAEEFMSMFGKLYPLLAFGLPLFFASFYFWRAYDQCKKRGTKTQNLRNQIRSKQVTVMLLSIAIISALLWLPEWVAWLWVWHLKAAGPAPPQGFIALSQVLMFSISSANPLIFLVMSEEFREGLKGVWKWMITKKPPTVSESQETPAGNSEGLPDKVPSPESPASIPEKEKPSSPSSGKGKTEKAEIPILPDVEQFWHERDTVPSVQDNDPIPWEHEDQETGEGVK
An asterisk follows results filed as active; x = no result given.

Abbreviations: A = MITF inh; B = TEAD-YAP block; C = FBW7 act; D = GPR151 activ
Cc1cc(C)nc(SCC(=O)N2c3ccccc3Sc3ccc(C(F)(F)F)cc32)n1
  A = -1; B = 0; C = 1.5; D = 0.8
O=C(OC1CCCCC1=O)c1ccc(Cl)c(Cl)c1 (centres undefined)
  A = -2; B = 2; C = -0.1; D = 0.3
CC(=O)Nc1ccc(NC(=O)c2ccc(C(C)(C)C)cc2)cc1
  A = 15; B = -19; C = 0.2; D = -0.6
COC(=N/C(=N/S(=O)(=O)c1ccccc1)c1ccccc1)SC
  A = 11; B = 0; C = 0.5; D = 1.8
CC(C)N1CCC(N2CCN(Cc3c(F)cccc3F)CC2CCO)CC1 (centres undefined)
  A = 3; B = 1; C = 0.1; D = 1.7
CCC(C)COC(=O)c1sc2ncn(Cc3ccccc3Cl)c(=O)c2c1C (centres undefined)
  A = 3; B = -4; C = -0.1; D = 0.8
CCN(CC)CCOC(=O)c1ccc(NC(=O)c2cccs2)cc1Cl
  A = 8; B = -3; C = 0.0; D = -3.8
CC(C)(C)c1ccc(OCCSc2nc3ccccc3c(=O)[nH]2)cc1
  A = 7; B = 9; C = 0.0; D = 0.8
CCCCN(C)C(=O)c1nc2ccccn2c1CN1CCN(Cc2nccn2C)CC1
  A = 4; B = 12; C = 0.1; D = -0.9
CC(C)(C)NCCN1CCn2c1nc1ccccc12
  A = 7; B = 2; C = -0.2; D = -0.6
COC(CNS(=O)(=O)c1ccc(S(=O)(=O)NC2CC2)cc1)OC
  A = -10; B = 6; C = -0.2; D = -0.1
Cc1cc(C)nc(SCC(=O)Nc2ccc(S(=O)(=O)NCCO)cc2)n1
  A = 18; B = 8; C = 0.5; D = 0.7
Cn1c2c(c(=O)n(C)c1=O)C(c1ccc(Cl)cc1)C(C#N)=C(N)O2 (centres undefined)
  A = 10; B = 3; C = 0.0; D = -0.9
CCOP(=O)(OCC)c1nc2ccc(C)cc2c(Nc2ccc(C)cc2)c1Cl
  A = 10; B = 9; C = 0.4; D = 0.2
CC(C)=C(NC(=O)c1ccccc1)C(=O)NCCc1c(C)[nH]c2ccccc12
  A = 4; B = 13; C = -0.1; D = -1.0
O=C(N/N=C/c1ccc([N+](=O)[O-])o1)C(O)c1ccccc1 (centres undefined)
  A = 5; B = -1; C = 0.0; D = -0.8
O=C(Nc1nnc(SCC(=O)N2CCCCC2)s1)c1ccc(Cl)cc1Cl
  A = -6; B = 1; C = 0.0; D = -0.3
C/C(N)=C(/C#N)C(=O)COC(=O)c1ccccc1NCc1ccco1
  A = 5; B = -1; C = 0.1; D = 0.9
COc1ccc(S(=O)(=O)Nc2ccc(Br)cc2Cl)cc1[N+](=O)[O-]
  A = 1; B = 2; C = 0.1; D = 0.5
OC(CCCN1CCCCC1)(c1ccccc1)c1ccccc1
  A = 18; B = x; C = -0.2; D = 0.4
O=C(c1ccc(Br)o1)N1CCN(c2ncccn2)CC1
  A = 2; B = -6; C = -0.1; D = -0.3
CCOc1cc(C=O)ccc1OCc1ccccc1C#N
  A = 11; B = 6; C = 0.0; D = 1.2
CCOC(=O)CSc1nnc(NC(=O)c2cc(Br)ccc2Cl)s1
  A = 2; B = -8; C = 0.1; D = -1.0
Oc1ccccc1-c1nnc(-c2cccc(F)c2)o1
  A = -11; B = -29; C = -0.1; D = -2.9
COC(=O)c1cccc(NC(=O)CCOc2ccccc2)c1
  A = 51*; B = -11; C = 0.1; D = -0.9
COC(=O)c1ccc(NC(=O)CSc2nnc(-c3ccccc3)n2-n2cccc2)cc1
  A = 5; B = 2; C = 1.0; D = -1.2
O=C(CSc1ncn[nH]1)Nc1ccc(OCc2ccccc2)cc1
  A = -1; B = -46; C = -0.1; D = 0.0
COc1ccc2oc(=O)c(C(=O)Nc3ccc(C(C)=O)cc3)cc2c1
  A = 1; B = -19; C = 0.2; D = 0.7
CCOc1cccc(C2CC(c3cccc(Br)c3)=NC(c3ccc(C)cc3C)N2)c1O (centres undefined)
  A = 4; B = -13; C = -0.3; D = 0.5
Cc1cc(F)ccc1NS(=O)(=O)c1ccc(C#N)cc1
  A = 7; B = 3; C = 0.1; D = 1.5
Oc1ccccc1C1=Nc2ccccc2N=C(c2ccc(Cl)cc2)C1
  A = 14; B = -43; C = -0.1; D = 1.2
CC(C)(C)OC(=O)NC1CCN(C(=O)Nc2ccc(Cl)cc2)CC1
  A = 5; B = 14; C = 0.1; D = 0.5
O=C(c1cnc(N2CCN(c3ncccn3)CC2)c2ccccc12)N1CCN(c2cccc(Cl)c2)CC1
  A = 17; B = 7; C = 0.0; D = -2.1
Cc1cccc(C2(c3cccc(C)c3)CC2C(=O)Nc2cccc(Cl)c2C)c1 (centres undefined)
  A = 7; B = -4; C = 0.2; D = 0.1
CCOC(=O)c1sc(NC(=O)C(C)Sc2nnc(CNC(=O)c3cccc(F)c3)n2-c2ccccc2OC)c(C(=O)OCC)c1C (centres undefined)
  A = -1; B = 0; C = 0.0; D = 0.0
CC(=O)C1=NN(c2ccccc2C)C2C(=O)N(c3ccc(Cl)cc3)C(=O)C12 (centres undefined)
  A = 0; B = -7; C = -0.2; D = 0.0
O=S(=O)(/N=C(\c1ccccc1)N1CCCC1)c1ccc(F)cc1
  A = -3; B = -1; C = 0.6; D = -1.2
COC(=O)c1ccc(N2C(=O)c3ccc([N+](=O)[O-])cc3C2=O)cc1
  A = -10; B = -4; C = -0.1; D = -0.9
CCN(C(=O)c1cnc2sc(C)cn2c1=O)c1ccccc1
  A = 13; B = 1; C = 0.0; D = -0.5
Cc1ccccc1C1CC(c2ccc(F)cc2)Nc2ncnn21 (centres undefined)
  A = 16; B = 6; C = 0.4; D = 0.7
COc1ccccc1-c1cnnc(N/N=C/c2cc(O)ccc2Cl)n1
  A = 15; B = -14; C = -0.1; D = 0.0
Nc1nonc1-c1nc2ccccc2n1N
  A = -4; B = 1; C = 0.1; D = -0.8
CCc1nc2ccccc2n1CC(O)COCc1ccccc1 (centres undefined)
  A = -3; B = -6; C = 0.0; D = -1.4
COC(=O)CN1C(=O)/C(=C\c2ccc(F)cc2)Oc2ccccc21
  A = 4; B = 13; C = 1.0; D = -0.4
CCC1(CC)NC(=S)N(CCC(C)C)N1
  A = 2; B = 7; C = -0.2; D = 0.6
CC1Sc2cc(S(=O)(=O)CCC(=O)NC(C)(C)C)ccc2NC1=O (centres undefined)
  A = 0; B = 4; C = -0.2; D = 2.1
Cc1cccc(CN2CCN(c3ncccn3)CC2)c1
  A = 54*; B = -12; C = 0.1; D = 3.0
COc1ccc2nc(NC(=O)Cn3cnc4scc(-c5ccccc5)c4c3=O)sc2c1
  A = 5; B = 9; C = 0.1; D = -1.7
Cc1ccc(CC(=O)NCc2ccco2)cc1
  A = 5; B = 2; C = 0.0; D = 0.8
O=c1c2cnn(-c3ccccc3)c2nc(-c2ccccc2F)n1-c1ccccc1
  A = 3; B = 4; C = -0.2; D = 0.9

More results follow.
Abbreviations: A = MITF inh; B = TEAD-YAP block; C = FBW7 act; D = GPR151 activ
O=c1c(-c2ccc3c(c2)OCCO3)coc2cc(O)ccc12
  A = -5; B = 55*; C = 0.7; D = -0.7
COc1ccc(-c2cc(C(=O)Nc3cc(Cl)ccc3O)no2)cc1OC
  A = 4; B = 9; C = 0.0; D = 1.0
CCN(C(=O)C(=O)Nc1ccc2nc3n(c(=O)c2c1)CCCCC3)c1ccc(F)cc1
  A = 4; B = 8; C = 0.4; D = -0.9
CN(C)CCn1cnc2c1c(=O)[nH]c(=O)n2C
  A = 0; B = 6; C = 0.1; D = 0.2
O=C(NCCO)c1cn(C2CCC(NCc3ccc4cccnc4c3)CC2)nn1 (centres undefined)
  A = 6; B = -2; C = 0.1; D = 1.0
COC(=O)C(NC(=O)c1ccccc1)(Nc1sc2c(c1C#N)CCC(C(C)(C)C)C2)C(F)(F)F (centres undefined)
  A = 9; B = 2; C = 0.1; D = 1.1
Cc1cc(C(F)(F)F)c(C#N)c(SCC(=O)c2ccc(-c3ccc(C(=O)CSc4nc(C)cc(C(F)(F)F)c4C#N)cc3)cc2)n1
  A = -1; B = -11; C = -0.2; D = 0.8
COc1ccc(C(=O)C(C)Sc2nc(C)cc(=O)[nH]2)cc1 (centres undefined)
  A = -11; B = -3; C = 0.6; D = -2.0
Cc1cccc(-c2noc(-c3ccc(Br)cc3)n2)c1
  A = 2; B = -7; C = 0.1; D = -0.3
Cc1cc(N2CCCCC2)nc2ccc(NC(=O)c3cccnc3Cl)cc12
  A = 4; B = -62; C = 0.0; D = 0.8
Cc1ccc(OCCOc2cccc(/C=N/NC(N)=O)c2)cc1
  A = 5; B = -54; C = -0.1; D = 0.8
CCCNc1nc(NCC)nc2nc[nH]c12
  A = 3; B = 3; C = 0.0; D = 1.3
CC1CCN(C(=O)C(NS(=O)(=O)c2ccc3c(c2)oc(=O)n3C)C(C)C)CC1 (centres undefined)
  A = 2; B = -3; C = 0.1; D = 7.8*
COc1ccc(S(=O)(=O)Oc2cccc3ccc(C)nc23)cc1OC
  A = 10; B = 9; C = 1.9*; D = 3.7
CCS(=O)(=O)c1ccc2c(c1)N(Cc1cccc(C(F)(F)F)c1)C(=O)C(C)O2 (centres undefined)
  A = 14; B = 4; C = 0.6; D = -0.6
O=C(NCCC1=CCCCC1)c1ccc(Cn2c(=S)[nH]c3ccc(Br)cc3c2=O)cc1
  A = -9; B = -9; C = 0.0; D = 0.6
O=C(O)C1C2C=CC(C2)C1C(=O)N1CCN(c2ccccc2)CC1 (centres undefined)
  A = -2; B = -7; C = 0.0; D = 2.7
CCCc1cc(=O)[nH]c(SCC2CCCCO2)n1 (centres undefined)
  A = 14; B = -6; C = 0.1; D = 0.3
Cc1cccc(NC(=S)N(CCCN2CCOCC2)Cc2cccs2)c1
  A = 1; B = 0; C = 0.0; D = 1.5
CCOC(=O)CSc1nc2ccsc2c(=O)n1CCc1ccccc1
  A = -5; B = 7; C = 0.1; D = 0.1
CCOC(=O)c1c(C)n(-c2ccccc2)c2c1cc(OC(=O)c1cc(C)cc(C)c1)c1ccccc12
  A = 0; B = 2; C = 0.4; D = 0.3
Cc1ccc2nc(/C(C#N)=C/c3ccc(OC(=O)c4cc(F)c(F)cc4Cl)cc3)[nH]c2c1
  A = -7; B = -10; C = -0.1; D = 0.2
CC(C)N(CCNC(=O)c1cnc(Nc2ccc3ncccc3c2)s1)C(C)C
  A = 3; B = 4; C = -0.1; D = -0.5
NC(C(=O)N1CCCC(Nc2ccc3[nH]ncc3c2)C1)c1ccc(Br)cc1 (centres undefined)
  A = 22; B = -8; C = -0.6; D = -0.2
OC1CCCN(C2Cc3ccccc3C2)C1 (centres undefined)
  A = 19; B = 9; C = 0.6; D = -0.7
N#C/C(=C\C=C\c1ccccc1)C(=O)Nc1ccc(F)cc1
  A = 25; B = -8; C = 0.7; D = -0.3
COc1ccc(N2C(=O)NC3CC2(C)Oc2c(OC)cc(Br)cc23)cc1 (centres undefined)
  A = -9; B = 9; C = -0.1; D = -0.5
Cc1nc2nc(C(=O)O)[nH]n2c(=O)c1Cc1ccccc1
  A = 8; B = 14; C = 0.1; D = -1.0
COc1cc(OC)c(NC(=O)c2nn(-c3ccccc3OC)c(=O)c3ccccc23)cc1Cl
  A = 8; B = 3; C = 0.0; D = -1.5
Cc1ncn(-c2ccc(Nc3nccc(Nc4ccccc4-c4ncnn4C)n3)cc2)n1
  A = -1; B = 21; C = -0.1; D = 1.1
Cc1ccsc1CCNC(=O)Cc1ccc(NC2=NC3CS(=O)(=O)CC3S2)cc1 (centres undefined)
  A = -5; B = -4; C = -0.1; D = -0.6
CC(NC(=O)C1OC2OC(C)(C)OC2C2OC(C)(C)OC12)C(=O)O (centres undefined)
  A = 1; B = -2; C = 0.0; D = -0.6
Nn1c(SCC(=O)NC2CCS(=O)(=O)C2)nnc1-c1cccs1 (centres undefined)
  A = 1; B = 1; C = 0.2; D = -2.0
COc1cc(C2C(C(=O)OC(C)C)=C(C)NC3=C2C(=O)CC(c2cccs2)C3)cc(OC)c1OC (centres undefined)
  A = -6; B = 3; C = 0.0; D = -0.3
COc1ccc(NC(=O)c2ccc(OC)c(OC)c2)c(OC)c1
  A = -3; B = -24; C = -0.3; D = -0.5
COc1cccc(CCc2nnc(CCC(=O)NCc3csc(C(C)C)n3)o2)c1
  A = -4; B = -7; C = 0.0; D = -0.2
Cc1cccc(Cn2c(C)c(CNC3CCCCC3)c(C(=O)O)c2C)c1
  A = 7; B = -5; C = 0.2; D = 0.4
Cc1ccc(C(c2ccccc2)N2CCN(CCCc3c[nH]c4ccccc34)CC2)cc1 (centres undefined)
  A = 16; B = 7; C = 0.0; D = -0.2
COc1ccccc1-c1nc(C)c(-c2ccc(SCc3ccc(F)cc3)nn2)s1
  A = 12; B = -3; C = 0.0; D = -1.3
CCCCNc1ncnc2c1c(-c1ccccc1)cn2-c1ccc(Cl)cc1
  A = 0; B = -6; C = 0.0; D = -0.7
Cc1ccc(Cn2c(SCC(=O)Nc3ccccc3Cl)nc3ccsc3c2=O)cc1
  A = 11; B = 11; C = 0.1; D = -1.1
CCn1nnc(NC(=O)CSc2ccc(Cl)cc2)n1
  A = 13; B = 4; C = -0.1; D = -0.7
O=C(NCCN1CCOCC1)/C(=C/c1cccnc1)NC(=O)c1ccccc1
  A = -19; B = -2; C = 0.2; D = -1.5

Structures listed so far containing a nitro group on carbon, in the order listed:
Abbreviations: A = MITF inh; B = TEAD-YAP block; C = FBW7 act; D = GPR151 activ
O=C(N/N=C/c1ccc([N+](=O)[O-])o1)C(O)c1ccccc1 (centres undefined)
  A = 5; B = -1; C = 0.0; D = -0.8
COc1ccc(S(=O)(=O)Nc2ccc(Br)cc2Cl)cc1[N+](=O)[O-]
  A = 1; B = 2; C = 0.1; D = 0.5
COC(=O)c1ccc(N2C(=O)c3ccc([N+](=O)[O-])cc3C2=O)cc1
  A = -10; B = -4; C = -0.1; D = -0.9
